Bioassay records: PubChem, National Center for Advancing Translational Sciences (NCATS)
GLP1R ag = GLP-1 receptor (human) agonism | 380,000 tested, 0.007% active | P43220 | HEK293 GLP-1R CRE-luciferase, luminescence, 4-6 h; cells express a hypersensitive GLP-1R form | Potency, µM (doses to about 45.6 µM), without a hit: top-dose activation, actives largely listed as activators; further: potency means the concentration at half of the fitted maximal effect; % of control where 0% means no effect
Target sequence (P43220 whole entry, looked up): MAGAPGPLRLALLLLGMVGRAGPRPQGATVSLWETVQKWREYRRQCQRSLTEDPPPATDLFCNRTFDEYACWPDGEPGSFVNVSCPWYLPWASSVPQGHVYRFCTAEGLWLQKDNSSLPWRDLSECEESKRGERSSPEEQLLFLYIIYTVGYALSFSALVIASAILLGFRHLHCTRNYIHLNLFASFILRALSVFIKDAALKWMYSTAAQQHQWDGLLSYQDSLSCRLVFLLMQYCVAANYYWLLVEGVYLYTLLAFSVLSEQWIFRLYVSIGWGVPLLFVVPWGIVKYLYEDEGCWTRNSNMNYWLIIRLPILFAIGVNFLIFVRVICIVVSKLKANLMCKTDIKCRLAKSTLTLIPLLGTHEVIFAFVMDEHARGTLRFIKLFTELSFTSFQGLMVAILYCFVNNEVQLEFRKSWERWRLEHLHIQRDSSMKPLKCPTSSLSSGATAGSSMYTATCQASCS
GLP1R cytotox = cytotoxic in the GLP-1 receptor inverse agonist counter-screen | Potency, µM (top dose mostly 38.3 µM), inactives show top-dose activity change, negative = inhibition, actives largely listed as inhibitors | HEK293 cAMP-luciferase reporter cells, luminescence, 24 h | AID 624418 | 410,000 tested, 0.13% active;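 further: loss of luciferase light is scored as toxicity; potency means the concentration at half of the fitted maximal effect; on the % scale 0 is the no-effect control and ±100 the full control effect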
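Quantitative HTS format, 1536 wells, 200 cells/uL seeded. Compounds: 23 nL, 24 h, 37 °C. Detection: luciferase reagent, luminescence at 12 min RT; decreased signal taken as cytotoxic.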
GLP1R inv ag = acts as inverse agonist at human GLP-1 receptor | 410,000 tested, 1.6% active | AID 624417 | Potency, µM (doses to about 38.3 µM), for inactives: at the top dose activity change, negative = inhibition, hits mostly inhibitors | HEK293 GLP-1R CRE-luciferase, luminescence, 24 h; GLP-1R form is constitutively active; further: potency means the concentration at half of the fitted maximal effect; on the % scale 0 is the no-effect control and ±100 the full control effect; nearly all actives have a fitted effect of over 55% in size
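Inverse agonists were sought by their lowering of basal cAMP reporter luciferase output in HEK293 cells stably carrying constitutively active human GLP-1R, after 24 h compound treatment.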
KB-V1 cytotox = kills drug-selected multidrug resistant KB-V1 cells; KB-V1 MDR cells viability, CellTiter-Glo, 72 h; Potency, µM (titrated, usually from 46.1 µM), for inactives: at the highest dose activity change, negative = cytotoxicity, hits mostly cytotoxic; 400,000 tested, 3.4% active; further: potency means the concentration at half of the fitted maximal effect; on the % scale 0 is the no-effect control and ±100 the full control effect; nearly all actives have a fitted effect of over 60% in size
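KB-V1 MDR subline cells in DMEM (phenol-red free, 10% FBS) exposed to compounds in qHTS concentration series for 72 h at 37 degrees C. Viability read by CellTiter-Glo luminescence; concentration-effect curves fitted after normalization and correction.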
PTHR1 agonist = PTHR1 (human) receptor agonism; Potency, µM (highest dose often 115 µM), for the others: at the highest dose activation, usual class: activators; Q03431; HEK293 GP2 PTHR1 cells, GloSensor cAMP luminescence, 1 h; 410,000 tested, 0.075% active; further: potency means the concentration at half of the fitted maximal effect; nearly all actives have a fitted effect of over 55% in size; some results filed as inactive show a strong effect at the top dose; inactives centre near -15; many of its hits are not listed in these tables
Target sequence (Q03431 whole entry, looked up): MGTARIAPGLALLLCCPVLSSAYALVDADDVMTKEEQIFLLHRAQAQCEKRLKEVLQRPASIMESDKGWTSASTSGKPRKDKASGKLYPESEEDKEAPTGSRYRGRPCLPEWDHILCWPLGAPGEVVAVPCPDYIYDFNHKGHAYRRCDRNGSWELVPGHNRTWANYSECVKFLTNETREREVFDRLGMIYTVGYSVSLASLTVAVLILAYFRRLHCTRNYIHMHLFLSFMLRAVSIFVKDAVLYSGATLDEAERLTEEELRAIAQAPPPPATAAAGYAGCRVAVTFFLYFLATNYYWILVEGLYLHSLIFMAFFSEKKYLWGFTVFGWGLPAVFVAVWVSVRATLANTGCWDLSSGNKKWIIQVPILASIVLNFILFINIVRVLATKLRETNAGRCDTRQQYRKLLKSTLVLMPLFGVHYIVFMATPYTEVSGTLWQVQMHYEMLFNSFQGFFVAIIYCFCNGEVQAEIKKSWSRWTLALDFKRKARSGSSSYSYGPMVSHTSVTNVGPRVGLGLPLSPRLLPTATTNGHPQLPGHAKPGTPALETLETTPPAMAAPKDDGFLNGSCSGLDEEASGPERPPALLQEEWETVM
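HEK-293-derived GP2 cells expressing PTHR1 and a GloSensor cAMP reporter, 3,000/well, plated overnight, given luciferin plus IBMX (each 0.5 mM as added) for 1 h at 37 °C, then compound for 1 h at 37 °C. Luminescence was read after 15 min at room temperature.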
TDP-43 yeast inh = TDP-43 toxicity inhibition in yeast | TDP-43 expressing yeast growth rescue, BacTiter-Glo, 24 h | Potency, µM (top dose mostly 46.1 µM), for inactives: at the top dose growth rescue (activation), usual class: activators | 410,000 tested, 1.8% active | AID 652104; further: potency means the concentration at half of the fitted maximal effect; % of control where 0% means no effect; nearly all actives have a fitted effect of over 50% in size
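In this qHTS, compounds that restore growth of yeast expressing TDP-43 appear as activators. Cells (OD600=0.02, galactose medium, raffinose-pregrown) are incubated with compound 24 hr at 30 deg C and growth is quantified by BacTiter-Glo.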
DRD3 agonist = agonists of human D3 dopamine receptor. P35462. D3R DiscoveRx beta-arrestin cells, luminescence, 90 min. max activation, %. 410,000 tested, 0.58% active. AID 652048; in the data active means max activation above about 30%; further: 0% is about no effect; mostly tested at two doses, the higher about 12 µM
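Agonist-mode cell screen: cells plated at 1500/well and incubated overnight at 37 °C, then exposed to library compounds for 90 min at 37 °C. Detection reagent was added for 30–60 min at room temperature, and luminescence was read.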
aSyn yeast inh = alpha-synuclein toxicity inhibition in yeast; 370,000 tested, 0.14% active; AID 652106; Potency, µM (top dose mostly 46.1 µM), without a hit: at the top dose growth rescue (activation), hits mostly activators; Yeast expressing alpha-synuclein, growth rescue, BacTiter-Glo, 24 h; further: potency means the concentration at half of the fitted maximal effect; % of control where 0% means no effect; nearly all actives have a fitted effect of over 65% in size
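Screening used galactose-induced yeast with toxic alpha-synuclein levels, exposed to compound for 24 hr at 30 deg C. Cell growth, read with BacTiter-Glo luminescence, gave the measured signal.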
D3 antag = blocks the human D3 dopamine receptor | max response, negative = inhibition, % | AID 652054 | P35462 | 360,000 tested, 2.5% active | D3R cells, DiscoveRx beta-arrestin luminescence, antagonist mode; stronger effect = lower value; in the data active means max response below about -50%; inconclusive means no clear call, values can overlap the other calls; further: on the % scale 0 is the no-effect control and ±100 the full control effect; mostly tested at two doses, the higher about 12 µM
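Cells expressing the human receptor were seeded at 1500 cells/well, incubated overnight at 37 degrees C in 5% CO2, then exposed to library compounds with dopamine controls for 90 minutes at 37 degrees C before luminescent detection.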
* = called active by the depositor; i = inactive; ? = inconclusive; . = not tested or not shown; [ ] = remark or other dose. Unless noted, the call rests on the fitted dose curve; in most records, active means well fitted curve in the direction sought with a large enough effect; inconclusive means small, poorly fitted or top-dose-only effect, or another doubt; inactive means no such curve, though single readings can be large; an effect the other way counts as inactive or inconclusive. Not all compounds are listed (hit frequency here may not be typical).

SMILES	GLP1R ag	GLP1R cytotox	GLP1R inv ag	KB-V1 cytotox	PTHR1 agonist	TDP-43 yeast inh	DRD3 agonist	aSyn yeast inh	D3 antag
Cc1ccccc1NC(=O)CCC(=O)N/N=C/c1cc([N+](=O)[O-])ccc1O	-12%	-25%	-23%	21µM*	-18%	?	-14	-22%	-58*
O=C(CN1CCOCC1)Nc1nc(-c2ccccc2Cl)cs1	-3%	1%	1%	-27%	-2%	5%	-8	-2%	-14
CC(=O)c1ccc(-c2cnc3c(NC=O)cc(-c4cccc(C(=O)N(C)C)c4)cn23)cc1	29%	-9%	?	-2%	-6%	24%	2	0%	34
CCOCCn1ccc2c(OCC(=O)Nc3ccc(C(N)=O)cc3)cccc2c1=O	.	-3%	8%	25%	-14%	14%	2	.	.
COc1ccc(C2CC(=O)c3cc(-c4nc(-c5cccc([N+](=O)[O-])c5)cs4)c(=O)n(-c4ccccc4N)c3C2)cc1 (stereo unspecified)	1%	-7%	12%	?	i	8%	-6	.	.
CS(=O)(=O)N(CC(=O)NCC1CCCO1)c1ccc(F)c(Cl)c1 (stereo unspecified)	-1%	-11%	4%	10%	i	-5%	-14	-9%	39
CNC(=O)COC(=O)CNC(=O)c1cc(Cl)cc([N+](=O)[O-])c1	2%	7%	15%	6%	i	6%	4	0%	1
CC1CCN(CC(O)COc2ccc(-c3ccccc3)cc2)CC1 (stereo unspecified)	-3%	-25%	?	-4%	?	-3%	-16	0%	-73*
Cn1c(=O)n(C)c2cc([N+](=O)[O-])c(N3CCN(C(=O)c4ccccc4)CC3)cc21	-11%	-8%	-2%	3%	-8%[57.5 µM]	-15%	-13	0%	-19
Cn1c(N2CCCC2)nc2c1c(=O)[nH]c(=O)n2C	-5%	-6%	42%[activator]	-1%	-12%	-22%	-10	-1%	2
CCOC(=O)c1sc(NC(=O)CSc2ncccn2)c(C#N)c1C	13%	4%	1%	?	i	-15%	0	-11%	11
CCOc1ccc(NC(=O)CSc2ncc(S(=O)(=O)c3ccc(F)c(C)c3)c(=O)[nH]2)cc1	21%	0%	3%	0%	i	8%	-4	-2%	.
CCCN1CCN(CCCNC(=O)CN2C(=O)C(CC)Oc3ccccc32)CC1 (stereo unspecified)	-1%	-1%	7%	-12%	i	-5%	-11	0%	-2
CC1Cc2ccccc2N1C(=O)CN1C(=O)NC(C)(CCc2ccccc2)C1=O (stereo unspecified)	-10%	3%	?	.	-7%	-2%	-10	1%	-3
CN1CCO/C1=C(\C(Cl)=C(Cl)Cl)[N+](=O)[O-]	-1%	7%	3%	5%	-41%	9%	3	9%	-9
Cc1ccc(NC(=O)Cn2c(=O)oc3cc(S(=O)(=O)N4CCCC4)ccc32)cc1F	0%	6%	5%	0%	-55%[inhibitor]	-8%	-16	-1%	.
COc1ccc(CN(CC(=O)NC2CCCCC2)C(=O)CCC(=O)Nc2nccs2)cc1	11%	5%	1%	10%	i	-15%	-2	-2%	1
O=C(Cc1ccc(Cl)cc1)c1c[nH]c(C(=O)NCCCN2CCOCC2)c1	6%	-3%	-11%	-1%	-7%	-16%[0.397 µM]	-6	0%	9
CCOc1ccccc1C(=O)Nc1ccc2c(c1)C(=O)NC2=O	-10%	-1%	15%	?	-14%	-5%	4	-4%	23
CCOC(=O)C(NC(C)=O)C(=O)Nc1ccc(C)cc1C (stereo unspecified)	0%	1%	5%	5%	19%	8%	3	6%	5

Next part, overlapping the part above by 2 compounds.
SMILES	GLP1R ag	GLP1R cytotox	GLP1R inv ag	KB-V1 cytotox	PTHR1 agonist	TDP-43 yeast inh	DRD3 agonist	aSyn yeast inh	D3 antag
CCOc1ccccc1C(=O)Nc1ccc2c(c1)C(=O)NC2=O	-10%	-1%	15%	?	-14%	-5%	4	-4%	23
CCOC(=O)C(NC(C)=O)C(=O)Nc1ccc(C)cc1C (stereo unspecified)	0%	1%	5%	5%	19%	8%	3	6%	5
COC(=O)c1cccc(NC(=O)COc2cccc([N+](=O)[O-])c2)c1	20%	-3%	-2%	?	i	11µM*	0	0%	13
CC1(C)C(c2cccs2)=[N+]([O-])C2(CCCCC2=O)N1O (stereo unspecified)	5%	-14%	2%	-1%	i	-4%	9	2%	4
Cc1ccccc1OCC(=O)OCC(=O)Nc1ccc2c(c1)OCO2	-4%	-11%	5%	-1%	i	22%	2	0%	-19
CCOC(=O)CN1C(=O)N[C@@H](c2ccccc2)[C@H](C(C)=O)[C@H]1C	-3%	5%	4%	-12%	-24%	12%	3	-10%	14
COCCNC(=O)C1(C)CCN(C(=O)c2ccc3c(c2)C(C)(C)CCC3(C)C)C1 (stereo unspecified)	-6%	2%	-4%	2%	-2%	11%	-1	-5%	?
COc1ccc(NC(=O)CCCc2nc3ccccc3c(=O)[nH]2)cc1Cl	20%	-16%	7%	-4%	-13%	-3%	-3	11%	3
CS(=O)(=O)N(CC(=O)N1CCN(c2ccccc2F)CC1)c1cccc(C(F)(F)F)c1	-5%	4%	-20%	?	-67%[inhibitor]	3%	-4	?	-22
CCN(CC(=O)Nc1ccccc1OC)C(=O)CN1C(=O)NC2(CCCC2)C1=O	6%	-4%	-1%	21%	i	-16%	3	-2%	4
COc1cc(CNCCN2CCOCC2)ccc1OCc1ccccc1Cl	20%	-26%	?	-13%	-16%[57.5 µM]	-22%	-13	2%	0
O=C(N/N=C/c1ccc(Cl)cc1)c1ccc2c(c1)OCO2	2%	?	-28%	-14%	i	18%	-10	-4%	-9
Cc1cccc(N2N=C(C(=O)O)CCC2=O)c1	4%	-11%	-21%	-5%	18%	-7%	-4	-2%	-2
O=C(Cn1cnc2sc(-c3ccccc3)cc2c1=O)NCc1ccco1	0%	-2%	0%	?	-3%	-7%	0	-13%	-6
CCCc1cc(=O)oc2c3c(cc(OCC(=O)NCC4CCC(C(=O)O)CC4)c12)OC(C)(C)CC3 (stereo unspecified)	-3%	3%	14%	0%	-64%[inhibitor]	4%	-24	3%	2
COc1ccc(S(=O)(=O)N2CCc3ccccc32)cc1C(=O)N1CCOCC1	5%	-9%	-17%	-3%	i	-7%	-6	-3%	-5
CC(=O)Nc1ccc(S(=O)(=O)N(C)CC(=O)N/N=C/c2ccncc2)cc1	1%	4%	-1%	-2%	i	-1%	3	1%	0
COCC(=O)Oc1c(S(=O)(=O)c2ccccc2)c(C)nn1C(C)(C)C	1%	4%	-9%	-4%	-25%	2%	2	0%	-5
Cc1c(C(=O)NCCCN2CCCCC2)oc2ccc3c(c12)C(O)CC1(CCCCC1)O3 (stereo unspecified)	7%	3%	?	-25%	i	-2%	-5	-2%	-10
Cc1cc(C)nc(N/N=C/C2=C(N3CCOCC3)C(=C/c3ccccc3)/CC2)n1	14%	9%	5%	2.3µM*	5%	24%	13	-5%	-17
COc1cccc(CN(C)C(=O)CC23CC4CC(CC(C4)C2)C3)c1OC	10%	12%	?	?	i	-12%	-5	5%	-6
O=C(COC(=O)C1COc2ccccc2O1)c1ccc(F)cc1 (stereo unspecified)	-2%	16%	7%	29%	-9%	21%	1	9%	-1
CC(=O)c1ccc(NC(=O)c2sc(-n3nc(C)c(Cc4ccccc4)c3C)nc2C)cc1	.	-4%	8%	.	i	14%	2	.	.
Cc1cn2c(=O)cc(COc3ccccc3NC(=O)c3ccco3)nc2s1	0%	3%	11%	14%	-1%	11%	8	.	.
CNC(=O)N(c1ccccc1)c1ccccc1	-14%	-18%	3%	12%	i	8%	6	7%	?
CC(Oc1ccc(Cl)cc1Cl)C(=O)Nc1ccc2oc(-c3ccncc3)nc2c1 (stereo unspecified)	25%	12%	-5%	-29%	-28%	18%	4	-8%	27
CC(C)c1ccc(NC(=O)C2(C)Cc3c(-c4ccc(N(C)C)cc4)ccnc3O2)cc1 (stereo unspecified)	1%	2%	?	-9%	29%	-4%	-11	-9%	-19
CCOc1ccccc1NC(=O)C(=O)Nc1ccc2nc3n(c(=O)c2c1)CCCCC3	.	5%	-8%	?	-5%	23%	2	.	.
COc1ccc2[nH]c(C(=O)Nc3ccc(F)cc3Br)cc2c1	10%	6%	13%	-4%	i	24%	3	3%	0
CC(=O)OCc1cnc(C)c2oc(=O)c(C(=O)Nc3ccc(F)cc3C)cc12	0%	14%	6%	2%	-24%	10%	-4	2%	.
O=C1NC(c2ccc(Br)cc2)=N/C1=C/c1ccco1	0%	-10%	0%	9%	-3%	-6%	-2	-1%	2
CC(NC(=O)NC1CCCCC1)c1ccccc1 (stereo unspecified)	20%	9%	-2%	?	i	3%	-1	0%	7
O=C(CC(NC(=O)c1ccccc1Cl)c1ccccc1)NC1=NCCS1 (stereo unspecified)	-5%	-21%[0.307 µM]	-6%[0.307 µM]	0%	i	1%	-2	0%	0
C=CCNC(=O)C1CCN(S(=O)(=O)c2ccccc2)CC1	-7%	6%	4%	17%	-8%[57.5 µM]	-12%	4	3%	13
CC(C)NC(=O)C(=O)NCCN1CCN(C(=O)c2ccc(C(C)(C)C)cc2)CC1	17%	2%	20%	-25%	i	-21%[0.397 µM]	-5	1%	0
N#CCSc1nc2ccccc2c(=O)n1CCCC(=O)NCC1CCCO1 (stereo unspecified)	0%	-3%	14%	8%	0%	.	10	-8%	20
CC1(C)Cc2ccccc2-c2nc(NN)[nH]c(=O)c21	-4%	-28%	14%	13%	i	13%	6	-5%	0

Two entries from above in a different format.
O=C(CC(NC(=O)c1ccccc1Cl)c1ccccc1)NC1=NCCS1 (stereo unspecified)
  GLP1R ag: -5%; GLP1R cytotox: -21%[0.307 µM]; GLP1R inv ag: -6%[0.307 µM]; KB-V1 cytotox: 0%; PTHR1 agonist: i; TDP-43 yeast inh: 1%; DRD3 agonist: -2; aSyn yeast inh: 0%; D3 antag: 0
C=CCNC(=O)C1CCN(S(=O)(=O)c2ccccc2)CC1
  GLP1R ag: -7%; GLP1R cytotox: 6%; GLP1R inv ag: 4%; KB-V1 cytotox: 17%; PTHR1 agonist: -8%[57.5 µM]; TDP-43 yeast inh: -12%; DRD3 agonist: 4; aSyn yeast inh: 3%; D3 antag: 13
